# From PubChem BioAssay
# GalR3 antag – blocks the human galanin receptor 3; O60755; HEK293 GalR3-CNG cAMP membrane potential fluorescence; galR3 body fused to GalR1 C-terminus; inhibition, % at 3 µM; hit rate 0.44% among 360,000;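 active means inhibition above the screen-wide average plus 3 SD, cut at about 13% in these data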;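 further: forskolin and galanin both at EC90 stimulate the cells; cAMP rise reported by CNG channel membrane potential dye signal; 0% = forskolin plus galanin with DMSO and 100% = forskolin alone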
# Target sequence (O60755 1-299 limits assumed): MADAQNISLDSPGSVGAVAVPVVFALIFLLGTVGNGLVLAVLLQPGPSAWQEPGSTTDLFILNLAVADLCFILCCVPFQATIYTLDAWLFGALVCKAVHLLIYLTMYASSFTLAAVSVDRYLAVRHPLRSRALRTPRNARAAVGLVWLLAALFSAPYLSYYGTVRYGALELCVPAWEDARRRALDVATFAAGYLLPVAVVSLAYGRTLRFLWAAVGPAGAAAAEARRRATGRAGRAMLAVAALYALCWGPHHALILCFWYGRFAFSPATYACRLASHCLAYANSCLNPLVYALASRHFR
# MEKK2 WT-MEK5 – raises or lowers MEK5 binding to wildtype human MEKK2 PB1 domain | Q9Y2U5 | bead flow cytometry, Alexa488-MEK5 binding to MEKK2 WT; actives lie on both sides | binding response (% of control), % at 10 µM | hit rate 1.1% among 290,000; in the data active means binding response below about 67% or above about 130%
# GPR7 antag – human neuropeptides B/W receptor 1 antagonism; inhibition, % at 4.4 µM; P48145; GPR7-expressing cells, fluorescence antagonist assay; hit rate 1.1% among 290,000; in the data active means inhibition above about 16%, passing the limit was not always enough;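 further: cells stimulated with the agonist NPW; 0% = agonist with vehicle and 100% = vehicle without agonist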
# MEKK3 PB1 HTS – raises or lowers MEK5 binding to the human MEKK3 PB1 domain; Q99759; bead-based flow cytometry, Alexa488-MEK5 binding to MEKK3; actives lie on both sides; 0 = blocked by unlabeled MEK5, 100 = vehicle; binding response (% of control), % at 10 µM; hit rate 1.4% among 290,000; AID 1529;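 active means binding response more than 3 SD above or below the average of its plate-row segment, actives on both sides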;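 further: Alexa488 bead fluorescence after subtracting the streptavidin-only scavenger bead signal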
# PHOSPHO1 block – PHOSPHO1 (human) inhibition | Q8TCT1 | recombinant PHOSPHO1, absorbance phosphatase assay | inhibition, % at 13.3 µM | hit rate 1.1% among 290,000 | AID 1565; in the data active means inhibition above about 60%
# Target sequence (Q8TCT1 whole entry, looked up): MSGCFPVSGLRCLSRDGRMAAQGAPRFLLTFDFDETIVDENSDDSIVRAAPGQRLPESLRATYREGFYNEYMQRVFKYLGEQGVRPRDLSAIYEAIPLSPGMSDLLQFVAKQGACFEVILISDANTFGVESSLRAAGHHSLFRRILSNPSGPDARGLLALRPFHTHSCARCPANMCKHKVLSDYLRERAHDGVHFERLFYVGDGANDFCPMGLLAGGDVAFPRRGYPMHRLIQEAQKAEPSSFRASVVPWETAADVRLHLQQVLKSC
# OXTR ag – human OXTR agonism; CHO-OTR cells, Fluo-8 calcium fluorescence; normalized: DMSO 0%, oxytocin 100%; activation, % at 3 µM; hit rate 0.32% among 320,000; AID 2435;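 active means activation above the mean of all tested compounds plus 3 SD, cutoff set per screening run, cut at about 20% in these data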;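 further: peak over basal fluorescence ratio from a 100 s FLIPR kinetic read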
# NALP1 yeast inh – blocks the NALP1 inflammasome reconstituted in yeast. S. cerevisiae NALP1/ASC/caspase-1 growth, X-gal OD620, 72 h. inhibition, % at 10 µM. hit rate 0.61% among 280,000. AID 2071; in the data active means inhibition mostly above about 24%, no sharp cut-off; inactive means mostly below about 32%; further: some compounds called inactive have numbers as strong as hits
# V1R ag counter – V1a receptor agonism, counter-screen for OXTR agonists; P37288; CHO-V1R cells, Fluo-8 calcium fluorescence, agonist mode; 0% DMSO, 100% 3 nM vasopressin; activation, % at 3 µM; hit rate 0.25% among 320,000;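 active means activation above the mean activation of all tested compounds plus 3 SD, per screening run, cut at about 20% in these data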;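 further: signal is peak over basal fluorescence ratio across a 100 second FLIPR read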
# Target sequence (P37288 whole entry, looked up): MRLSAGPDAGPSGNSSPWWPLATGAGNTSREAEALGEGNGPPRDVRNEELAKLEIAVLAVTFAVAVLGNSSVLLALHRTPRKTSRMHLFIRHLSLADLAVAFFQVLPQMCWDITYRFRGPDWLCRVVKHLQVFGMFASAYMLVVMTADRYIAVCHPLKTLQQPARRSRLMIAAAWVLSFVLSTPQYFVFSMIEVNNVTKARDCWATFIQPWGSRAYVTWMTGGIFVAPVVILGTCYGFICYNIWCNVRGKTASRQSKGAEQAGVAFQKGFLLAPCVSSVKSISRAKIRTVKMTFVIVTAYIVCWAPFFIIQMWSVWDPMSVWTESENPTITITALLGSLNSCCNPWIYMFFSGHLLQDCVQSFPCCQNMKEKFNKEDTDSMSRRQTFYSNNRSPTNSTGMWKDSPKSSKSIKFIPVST
# MEKK2 mut-MEK5 – signal of MEK5 binding to mutant human MEKK2 PB1 domain. bead flow cytometry, Alexa488-MEK5 binding to MEKK2 mutant. percent response, % at 10 µM. hit rate 0.35% among 290,000; in the data active means percent response above about 24%, passing the limit was not always enough; further: inactives centre near 1; some results filed as inactive read as strong as hits; reference of the scale not given here
# The depositor's hits bear a star; · = no result given; & = joins results of further samples.
SMILES,GalR3 antag,MEKK2 WT-MEK5,GPR7 antag,MEKK3 PB1 HTS,PHOSPHO1 block,OXTR ag,NALP1 yeast inh,V1R ag counter,MEKK2 mut-MEK5
Cc1ccc(CN2C(=O)CC(Nc3ccc(N4CCOCC4)cc3)C2=O)cc1 (configuration not stated),-10,103,0,104,1,0.2,16,-1.0,0
c1ccc(OCCCn2nnc(-c3ccc(N4CCOCC4)cc3)n2)cc1,1,101,0,102,20,2.3,1,1.9,4
Cc1[nH]c2ccc3c(ncn3CCC#N)c2c1C,-3,106,-1,105,7,1.0,-12,1.4,4
CCOC(=O)N1CCc2c(sc(NC(=O)c3ccc(S(=O)(=O)N4CCCC4)cc3)c2C#N)C1,·,·,0,·,5,-0.4,-4,1.1,·
CN(NS(=O)(=O)c1ccc(Cl)cc1)c1nc(C(F)(F)F)nc2ccccc12,8,91,-2,102,20,11,-4,8.8,-11
Cc1ccc(NC(=S)NC2CCCC2)c(C)c1,3,109,-17,104,35,-2.1,-3,0.1,6
O=C(CN1CCN(c2cccc(Cl)c2)CC1)c1ccc(O)cc1O,-10,96,7,99,15,2.9,15,3.2,-1
COCCn1c(=NC(=O)CSCC(=O)N2CCOCC2)sc2ccccc21,0,100,-19,97,27,-0.5,16,-0.2,-2
O=c1[nH]c2cc3c(cc2cc1C(c1nnnn1Cc1ccccc1)N1CCCCCC1)OCCO3 (configuration not stated),-5,106,-1,108,-21,1.0,-30,1.3,3
NC(=O)CN1CCOCCN(CC(N)=O)CCOCC1,·,97,·,102,-28,0.4,12,1.3,-2
CCOc1ccccc1OCCCC(=O)NC1=NCCS1,-2,108,-8,107,-51,-1.5,11,-0.1,9
COc1cccc(-c2nc(CS(=O)CC(=O)NCCCOC(C)C)c(C)o2)c1 (configuration not stated),-3,99,-3,100,-10,-2.1,30,-0.8,-5
CCc1cccc(NC(=O)c2ccc(Cn3c(=O)[nH]c4ccsc4c3=O)cc2)c1,·,75,11,67,6,1.8,27,1.3,-8
COc1ccc(NCC(=O)N/N=C/C(C)c2ccccc2)cc1 (configuration not stated),-2,98,-8,95,2,-0.7,19,0.2,-2
COCCNC(=O)C(c1ccc(F)cc1)N(Cc1ccccc1)C(=O)CCC(=O)Nc1ccccn1 (configuration not stated),-1,105,-16,103,44,1.7,4,2.0,1
O=C1/C(=C\c2cccc(O)c2O)SC(=S)N1Cc1ccccc1,-11,98,-5,104,3,1.6,-7,0.1,1
CC1(C)Cc2nc3[nH]c(=S)[nH]c(=O)c3cc2CO1,2,99,-5,96,-13,0.5,-7,-0.4,0
COc1cc(C(F)(F)F)c(C(=O)N(C)Cc2cc(Cl)cc(Cl)c2)cn1,-3,104,-16,99,-8,-2.9,1,-1.2,-7
COC(=O)CNS(=O)(=O)c1ccc(Cc2ccc(S(=O)(=O)NCC(=O)OC)cc2)cc1,·,108&101,6,116&101,6,7.1,8,3.3,-2&1
CCCOC(=O)C1=C(C)NC2=C(C(=O)CCC2)C1c1ccc(N(C)C)cc1 (configuration not stated),1,119,-13,118,-22,-0.3,0,0.7,16
O=C(CCC1CCN(Cc2ccccc2O)CC1)NC1CC1,-5,103,-8,100,14,-0.1,-6,0.6,3
N#Cc1cccc(C(c2nnnn2C2CCCC2)N2CCCCCC2)c1 (configuration not stated),-5,107,15,103,62*,-0.8,-5,-0.4,6
CC(C)(C)OC(=O)NCCc1nnc(SCC(=O)c2ccc(Cl)cc2)o1,-7,101,-8,102,0,9.2,15,9.3,4
COc1cc(C)nc(NS(=O)(=O)c2ccccc2Cl)n1,-12,107,-10,105,24,1.4,39*,-0.9,4
Cc1ccc(S(=O)(=O)N(CC(=O)N2CCOCC2)c2ccc(C(C)C)cc2)cc1,-5,98,-4,98,23,-0.4,-6,-1.0,3
COc1cc(NC(=O)CN2CCN(c3ccccc3)CC2)c(C)cc1[N+](=O)[O-],10,94,9,95,-30,-0.3,9,0.5,0
CCOC(=O)c1ccc(NC(=O)N2CCc3ccccc32)cc1,-9,100,-6,100,48,-0.3,8,-0.2,4
Cc1nc(NCC2CCCO2)c2oc3ccccc3c2n1 (configuration not stated),-5,102,0,105,5,1.7,-1,1.1,5
COc1cccc(-c2csc(N3CCN(C(=S)Nc4ccccc4OC)CC3)n2)c1,-3,94,4,96,35,-1.6,9,-0.1,-3
Cc1ccc(SCC(=O)N2CCC(C(N)=O)CC2)cc1,-3,90,-2,86,-3,0.1,5,0.2,-12
Cc1cc(C(C)(C)C)cc(C)c1CCNC(=O)c1ccc[n+]([O-])c1,-6,95,-20,98,48,0.9,17,1.4,-3
O=C(CS(=O)(=O)c1cn(Cc2ccc(Cl)cc2)c2ccccc12)N1CCCC1,·,107,1,105,-11,1.5,18,3.3,4
C=CCC(NCc1ccccc1)c1ccccc1 (configuration not stated),-2,95,8,94,-21,-0.4,9,-0.4,-4
COc1ccccc1CNC(=O)c1cccc2c1C(=O)N(Cc1cccnc1)C2,-6,108,-6,106,-7,-1.6,-2,0.5,-3
COc1ccc(NC(=O)C(NC(C)=O)C(=O)NCc2ccccc2OC)cc1 (configuration not stated),3,102,-3,100,-8,-0.8,34,1.2,3
COc1ccc(OC)c(/C=C2\S/C(=N/NC(=O)c3ccc4ccccc4c3)NC2=O)c1,-4,111,-3,101,-10,0.0,2,-0.4,16
COc1ccc(C(=O)Oc2cc(/C=N/NS(=O)(=O)c3ccc(C)cc3)ccc2OC)cc1,3,·,-11,·,27,0.1,-1,-0.3,·
COc1cccc(N/C=C/c2onc(C)c2[N+](=O)[O-])c1,-4,97,-20,99,-22,0.8,-3,1.7,1
O=C(NCC1COc2ccccc2O1)C1CCCN(S(=O)(=O)c2cccc3nsnc23)C1 (configuration not stated),-4,103,-14,99,36,1.2,-10,7.3,2
COc1cc(C(c2nnnn2C(C)(C)C)N2CCN(C)CC2)cc(OC)c1OC (configuration not stated),-3,117,-7,113,-10,-0.3,-4,1.2,10

# Another view of part of the listing above:
# The line under a structure holds: GalR3 antag | MEKK2 WT-MEK5 | GPR7 antag | MEKK3 PB1 HTS | PHOSPHO1 block | OXTR ag | NALP1 yeast inh | V1R ag counter | MEKK2 mut-MEK5
Cc1cc(C(C)(C)C)cc(C)c1CCNC(=O)c1ccc[n+]([O-])c1
    -6 | 95 | -20 | 98 | 48 | 0.9 | 17 | 1.4 | -3
O=C(CS(=O)(=O)c1cn(Cc2ccc(Cl)cc2)c2ccccc12)N1CCCC1
    · | 107 | 1 | 105 | -11 | 1.5 | 18 | 3.3 | 4
C=CCC(NCc1ccccc1)c1ccccc1 (configuration not stated)
    -2 | 95 | 8 | 94 | -21 | -0.4 | 9 | -0.4 | -4
COc1ccccc1CNC(=O)c1cccc2c1C(=O)N(Cc1cccnc1)C2
    -6 | 108 | -6 | 106 | -7 | -1.6 | -2 | 0.5 | -3
COc1ccc(NC(=O)C(NC(C)=O)C(=O)NCc2ccccc2OC)cc1 (configuration not stated)
    3 | 102 | -3 | 100 | -8 | -0.8 | 34 | 1.2 | 3
COc1ccc(OC)c(/C=C2\S/C(=N/NC(=O)c3ccc4ccccc4c3)NC2=O)c1
    -4 | 111 | -3 | 101 | -10 | 0.0 | 2 | -0.4 | 16
COc1ccc(C(=O)Oc2cc(/C=N/NS(=O)(=O)c3ccc(C)cc3)ccc2OC)cc1
    3 | · | -11 | · | 27 | 0.1 | -1 | -0.3 | ·

# Following part
SMILES,GalR3 antag,MEKK2 WT-MEK5,GPR7 antag,MEKK3 PB1 HTS,PHOSPHO1 block,OXTR ag,NALP1 yeast inh,V1R ag counter,MEKK2 mut-MEK5
Cc1c(CNC(=O)C2CCC(=O)N(CCc3ccccc3)C2)cnn1C (configuration not stated),0,105,-4,101,28,0.1,16,0.5,6
CCCC[N+](CC#CCO)(CC#Cc1ccccc1)CCCC,-3,100,25*,102,24,-0.6,10,0.2,13
CCCc1cc(C(=O)Nc2ccccc2SC)no1,·,108,-9,109,10,-2.4,26,-0.5,11
Cc1[nH]c2ccccc2c1/C=N/NC(=S)NCc1ccccc1,-7,63,-10,96,-5,1.0,21,-0.7,9
COc1ccc(C(=O)NCc2cn3ccsc3n2)cc1OC,·,109,-8,116,29,1.2,·,0.5,5
CCOc1ccc(NC(=O)CSc2nnc(CNC(=O)c3ccco3)o2)cc1,-4,102,-8,104,-5,0.6,6,0.6,0
CC(C)c1ccc(C(C(=O)NC2CCCC2)N(C(=O)c2csnn2)C2CC2)cc1 (configuration not stated),-10,97,-12,96,32,-1.2,-14,-1.2,-5
Cc1nn(CC(=O)NNC(=O)c2ccccc2F)c([N+](=O)[O-])c1Br,0,100,-15,100,10,-0.3,-7,0.4,-2
CC1(C)CC(=O)c2cnc(N)nc2C1,-3,99,0,101,16,-0.2,-1,1.4,-2
O=C1C2C3C=CC(C3)C2C(=O)N1/N=C/c1ccc(-c2ccccc2[N+](=O)[O-])o1 (configuration not stated),-10,102,-1,102,0,1.2,9,1.6,0
N=C1C(c2nc3ccccc3s2)=C(O)CN1NC(=O)c1ccccc1[N+](=O)[O-],4,102,-10,103,27,-0.5,-23,0.1,8
NC(=O)CC(NC(=O)Cc1cccc2ccccc12)c1ccc(NCCN2CCCCC2)c([N+](=O)[O-])c1 (configuration not stated),-7,105,2,100,-19,-0.5,13,-0.3,-3
CN(C)/C=C1\NC(=S)N(c2ccccc2)C1=O,-5,100,-10,104,-11,0.8,-4,2.1,9
Cc1cc(NC(=O)CCC(=O)N(C2CC2)C2(C(=O)NC3CCCC3)CCC(C)CC2)no1 (configuration not stated),-4,108,6,101,6,-2.3,9,-1.1,4
COc1ccc(-c2nc(-n3c(C)c(C(C)=O)c(C(C)=O)c3C)sc2C)cc1OC,-2,105,-15,105,9,2.5,14,4.1,4
C=CCn1c(CCC(=O)O)ccc1-c1ccccc1,-4,94,-4,95,10,-0.6,24,-0.1,-5
COc1cc(CNCCNCC(C)O)ccc1OCc1ccc(Cl)nc1 (configuration not stated),-4,103,-6,101,-7,0.9,2,1.0,1
O=C(CCSc1ccccc1)NCC1CCCO1 (configuration not stated),-5,102,-8,98,-45,0.9,3,0.7,0
COc1cc(-c2nnc(SCC3(c4ccccc4)OCCO3)o2)cc(OC)c1OC,8,·,-6,·,42,-1.6,22,0.3,·
Cc1cc(=O)oc2cc(OCC(=O)Nc3ccc(CN4CCOCC4)cc3)ccc12,-8,102,-2,106,24,4.6,-2,7.6,2
COc1ccc(-c2cc(C(=O)NC3CCCCC3)no2)cc1OC,-4,97,-6,103,19,0.5,15,3.8,-1
Cc1ccc(N(CC(=O)Nc2ccccc2C(=O)N2CCOCC2)S(C)(=O)=O)cc1,-2,108,10,111,-7,0.3,3,-1.0,2
CCCCc1c(C)nc2c(OC)cccc2c1SCCC(=O)O,3,99,-9,95,6,-1.1,18,-0.9,-1
CC(C)N1CCN(Cc2coc3ccccc3c2=O)CC1CCO (configuration not stated),-2,120,1,131*,48,0.4,9,0.2,0
FC(F)(F)c1cccc(-c2cc(C3CCNCC3)[nH]n2)c1,-7,128,-6,107,31,1.7,11,2.3,19
CCCc1ccc2oc(C(=O)NCCc3cnn(C)c3)c(C)c2c1,-4,97,-4,99,22,-1.3,21,1.4,-3
O=C(c1cc([N+](=O)[O-])ccc1N1CCCCC1)N1CCc2ccccc21,-10,101,9,100,2,-2.5,19,-1.7,16
CCCCCCNC(=O)Nc1ccccc1,-5,108,-6,102,6,-1.4,-8,-0.4,5
CCOC(=O)CNS(=O)(=O)c1ccc(S(=O)(=O)N2CCCC2)cc1,-2,101,-4,99,14,1.1,4,-0.6,0
Cn1c2ccccc2c2cc(/C=C(\NC(=O)c3ccccc3)C(=O)O)ccc21,-1,106,-15,90,-5,-0.3,·,1.1,3
CC(NC(=O)Cn1cnnn1)C12CC3CC(CC(C3)C1)C2 (configuration not stated),-1,94,-10,94,23,-0.1,0,0.2,-2
